Compound activity deposited in PubChem by several laboratories.
GPR55 LPI antagonism: GPR55 antagonists blocking LPI-driven arrestin recruitment, primary screen, imaging, U2OS, beta-arrestin-GFP, LPI agonist (AID 2013) | G-protein coupled receptor 55 (Homo sapiens) | actives 0.13% (n = 290,000) | one-dose inhibition, % at 10 µM; IC50 in µM for titrated hits | U2OS GPR55 beta-arrestin-GFP translocation imaging, LPI antagonism; higher % means a stronger effect;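 active = spots per cell inhibited over 60%, with over 100 cells counted and total cytoplasm intensity under 500,000; inconclusive = wells with under 100 cells, flagged as likely toxic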;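 note: U2OS cells stably carrying GPR55 and arrestin-GFP stimulated by 5 µM LPI near EC80; imaged beta-arrestin-GFP aggregate spots per cell after agonist stimulation; plate controls were LPI-stimulated DMSO wells for no effect and DMSO wells without LPI for full effect; some results filed as inactive read as strong as hits; confirmed hits need IC50 under 10 µM and bright autofluorescent wells are also inconclusive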
HIV fusion peptide: inhibitors of HIV fusion peptide binding, primary screen, biochemical, uHTS, fluorescence dequenching (AID 1986); cell-free peptide binding, fluorescence dequenching, 30 min; higher % means a stronger effect; inhibition, % at 20 µM; hits with a dose series show IC50 in µM; actives 0.3% (n = 290,000); in the data active = inhibition mostly above about 52%, no sharp cut-off; inactive = mostly below about 76%; note: some results filed as inactive read as strong as hits
Rac1 GTP hydrolysis: MgcRacGAP GTPase-activating activity inhibitors, confirmation, biochemical, ADP Hunter fluorescence; Rac GTPase-activating protein 1 (Homo sapiens); MgcRacGAP-stimulated Rac1 GTP hydrolysis, ADP Hunter fluorescence; higher % means a stronger effect; GST-tagged Rac1 F28L mutant substrate; one-dose inhibition, % at 30 µM; IC50 in µM for titrated hits; actives 0.6% (n = 340,000); AID 624330, 2012;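 active = first-screen hits whose inhibition reached a set limit at any dose in the follow-up dose series; inconclusive = inhibition above the set first-screen limit but never retested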;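 note: fluorescence reports GDP produced by GAP-driven GTP hydrolysis; strong numbers were not always called active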
NTR1 ag: agonists of NTR1, primary screen, imaging, U2OS cells, beta-arrestin-GFP, high content (AID 493036); Neurotensin receptor type 1 (Homo sapiens), P30989; NTR1-U2OS beta-arrestin-GFP spot imaging, agonist mode; activation, % at 20 µM; actives 0.17% (n = 330,000);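 active = activation at or above 40% of the spot to cytoplasm intensity ratio, with at least 20 cells analyzed; inconclusive = wells under 20 cells, flagged as cytotoxic or low count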;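 note: 0% = DMSO without peptide and 100% = 100 nM NTR1 peptide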
Target sequence (P30989 whole entry, looked up): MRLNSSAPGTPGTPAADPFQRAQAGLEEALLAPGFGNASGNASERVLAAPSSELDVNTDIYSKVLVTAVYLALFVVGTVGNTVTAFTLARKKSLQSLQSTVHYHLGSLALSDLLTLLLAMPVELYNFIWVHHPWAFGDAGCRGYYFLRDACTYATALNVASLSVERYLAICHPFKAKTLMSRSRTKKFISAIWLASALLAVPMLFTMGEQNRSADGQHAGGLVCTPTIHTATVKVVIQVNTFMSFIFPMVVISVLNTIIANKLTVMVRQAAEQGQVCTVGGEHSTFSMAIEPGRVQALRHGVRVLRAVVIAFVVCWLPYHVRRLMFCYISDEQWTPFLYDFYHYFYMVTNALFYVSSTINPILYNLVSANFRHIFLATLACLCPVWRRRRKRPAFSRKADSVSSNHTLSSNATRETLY
Myeloid diff MLP: induction of myeloid progenitor differentiation, primary screen, cell-based, flow cytometry, MLPCN library; ER-HoxA9 myeloid progenitors, lysozyme-GFP differentiation; calls only at 10 µM; actives 1% (n = 360,000);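 active = normalized GFP-positive differentiation at or above the plate's own cutoff, the solvent-only control mean plus 3 SD; inconclusive = no clear call, values can overlap the other calls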;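 note: cells exposed to compound for four days before flow analysis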
Siah-1 displacement: Siah-1 peptide-binding antagonists, primary screen, biochemical, fluorescence polarization, rhodamine-plectin, uHTS (AID 1817) | one-dose displacement, % at 20 µM; IC50 in µM for titrated hits | actives 0.02% (n = 290,000) | Siah-1 / rhodamine-plectin peptide fluorescence polarization; higher % means a stronger effect;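 active = displacement of at least 50% at 20 µM, with a fluorescence ratio check between 0.3 and a set limit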;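 note: plate controls were Siah plus tracer with DMSO for no effect and tracer alone without Siah for full effect; strong numbers were not always called active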
GPR35 antagonists: GPR35 antagonists blocking zaprinast-driven arrestin recruitment, primary screen, imaging, U2OS, beta-arrestin-GFP, zaprinast agonist (AID 2058); U2OS GPR35 beta-arrestin-GFP translocation imaging, zaprinast antagonism; higher % means a stronger effect; inhibition, % at 10 µM, or IC50 in µM where a hit was titrated; actives 0.052% (n = 290,000);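 active = inhibition of at least 50% with at least 30 cells and total cytoplasm GFP at most 10,000,000; inconclusive = under 30 cells or total GFP of 10,000,000 plus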
Salmonella PhoP GFP: inhibitors of PhoP regulon expression, primary screen, Salmonella Typhimurium, GFP reporter (AID 1863); one-dose inhibition, % at 50 µM; IC50 in µM for titrated hits; S. Typhimurium PhoP-regulated promoter GFP reporter, 4 h; higher % means a stronger effect; actives 0.16% (n = 300,000);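 active = inhibition over 29.93%, a cutoff 3 SD above the screen mean, later confirmed by dose response; inconclusive = inhibition over 29.93% but no dose response follow-up; inactive = inhibition at most 29.93% or unconfirmed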;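 note: 0% = low Mg2+ inducing control and 100% = high Mg2+ repressing control; strong numbers were not always called active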
LYP inhibition: inhibitors of LYP phosphatase, biochemical, fluorescence intensity, uHTS (AID 1779). actives 0.054% (n = 290,000). one-dose inhibition, % at 11.5 µM; IC50 in µM for titrated hits. Tyrosine-protein phosphatase non-receptor type 22 (Homo sapiens). recombinant LYP phosphatase, fluorescence intensity; higher % means a stronger effect; in the data active = inhibition above about 50%;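 note: plate controls were vehicle with enzyme for no effect and no enzyme for full effect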
NTR1 ag cell count 20 µM: second read-out of NTR1 ag, no call of its own (marks repeat the call); cell count; measured here: cell count, cytotoxicity flag
Myeloid diff MLP GFP+ MAC1+ %: second read-out of Myeloid diff MLP, no call of its own (marks repeat the call); GFP+ MAC1+ double positive, %; measured here: differentiation confirmed by MAC1 staining
An asterisk follows results filed as active; i = inactive; u = inconclusive; x = no result given.

SMILES	GPR55 LPI antagonism	HIV fusion peptide	Rac1 GTP hydrolysis	NTR1 ag	NTR1 ag cell count 20 µM	Myeloid diff MLP	Myeloid diff MLP GFP+ MAC1+ %	Siah-1 displacement	GPR35 antagonists	Salmonella PhoP GFP	LYP inhibition
CCS(=O)(=O)N1CCC(N2CCC(C)CC2)CC1	-10%	1.1%	u	-0.1	67	i	0.3	-2%	-2%	6%	-6%
O=C(Cc1ccc(F)cc1)N(c1ccccc1)C1C=CS(=O)(=O)C1 (configuration not stated)	10%	-0.4%	11%	0.4	52	i	4.9	-8%	3%	-9%	-2%
COc1ccc(N(C=O)C(=S)SC)cc1	11%	0.4%	18%	1.4	51	i	0.8	15%	-7%	-1%	-10%
CC(C)C[C@@H](NC(=O)C1CCC(CNC(=O)[C@@H]2CCCN2C(=O)OC(C)(C)C)CC1)C(=O)O (some centres not stated)	1%	2.5%	7%	1.7	98	i	0.4	11%	-8%	6%	-9%
COc1ccccc1N1CCN(C(=O)c2cccc(N3C(=O)C4C5C=CC(C5)C4C3=O)c2)CC1 (configuration not stated)	0%	-1.4%	9%	1.5	52	i	1.3	-3%	10%	-5%	-11%
CNC(=O)c1cc(NC(=O)CCn2nc(-c3ccc(C)cc3)c3ccccc3c2=O)ccc1OC	7%	-0.3%	x	1.3	47	i	1.4	9%	1%	3%	-6%
CCN1C(=NCCOC)N[C@@H](c2cccs2)C(C(=O)OC)=C1C	-2%	-0.1%	3%	-2.9	94	i	2.3	0%	7%	1%	-10%
Cc1ccc2nc(SCC(=O)Nc3ccc(F)cc3)nc(=O)n2c1	x	x	4%	1.1	56	i	0.4	x	x	-5%	x
CCc1nc(SCC(=O)Nc2ccccc2C(=O)OC)n[nH]1	-2%	-0.5%	-2%	-1.0	33	i	0.9	0%	-3%	0%	6%
Cn1c(=N)n(CC(=O)C(C)(C)C)c2ccccc21	-9%	1.3%	-10%	-1.2	53	i	7.1	-2%	6%	8%	-14%
Cc1ccccc1N=C(NOCc1ccc(Cl)cc1Cl)c1nonc1N	7%	-2.0%	4%	40	53	x	x	-2%	-14%	-6%	1%
CCOC(=O)C(C)CC(C)C(=O)N1CCOCCOCCN(C(=O)C(C)CC(C)C(=O)OCC)CCOCC1 (configuration not stated)	-1%	4.8%	0%	-0.1	94	i	0.7	5%	1%	-1%	-5%
COc1cccc(/C=C/C(=O)OCC(=O)Nc2ccc(Cl)c(S(=O)(=O)N(C)C)c2)c1OC	9%	1.0%	4%	7.0	32	i	0.1	10%	12%	10%	2%
Cc1c(NS(=O)(=O)c2cccc([N+](=O)[O-])c2)c(=O)n(-c2ccccc2)n1C	3%	1.0%	5%	0.5	59	i	1.1	1%	-6%	3%	-5%
CC(C)(Oc1ccc(Cl)cc1)C(=O)NC1=NN(c2ccccc2)C(=O)C1	-1%	63%	0%	1.8	47	i	0.3	33%	10%	-2%	7%
O=C(NC(=O)N1CCSCC1)c1c(Cl)cccc1Cl	2%	-0.5%	4%	0.5	53	i	0.6	4%	10%	-11%	-8%
O=S(=O)(NCCNc1ncc(C(F)(F)F)cc1Cl)C(F)(F)F	-2%	3.9%	14%	12	92	i	0.3	1%	-4%	5%	8%
Cc1ccc2nc(CCc3nc4ccc(C)cc4o3)oc2c1	4%	-0.6%	8%	1.5	85	i	1.1	-4%	9%	-3%	-6%
Cc1ccc(-c2nnn(CC(=O)N(c3ccc4c(c3)OCCO4)C(C(=O)NCC3CCCO3)c3ccc(F)cc3)n2)o1 (configuration not stated)	8%	0.9%	-3%	0.5	87	i	0.2	13%	0%	-14%	2%
COc1ccc(CNC(=O)c2cccnc2)cc1	1%	0.7%	4%	-0.2	57	i	0.6	3%	12%	6%	-8%
CCc1ccc(NCc2nc(-c3ccccc3)no2)cc1	15%	-0.2%	-1%	1.5	62	i	0.8	-4%	-14%	-3%	-2%
Cc1cc(CNC(=O)C2(C(F)(F)F)C/C(=C\CCO)CCCO2)nn1C (configuration not stated)	x	x	5%	3.8	57	i	4.2	x	x	-4%	x
CC(=O)c1cccc(NC(=O)C2C3C=CC(C3=C(c3ccccc3)c3ccccc3)C2C(=O)O)c1 (configuration not stated)	2%	21%	3%	0.4	65	i	0.5	5%	-1%	-3%	8%
CN(C)CCCNc1c(C(=O)O)cnc2c1cnn2C	0%	-2.7%	x	x	x	x	x	4%	10%	-4%	-3%
c1ccc(C2CCC3(CC2)Oc2ccccc2C2CC(c4cccnc4)=NN23)cc1 (configuration not stated)	4%	2.4%	x	-0.6	51	x	x	10%	6%	-1%	-12%

New compounds follow.
SMILES	GPR55 LPI antagonism	HIV fusion peptide	Rac1 GTP hydrolysis	NTR1 ag	NTR1 ag cell count 20 µM	Myeloid diff MLP	Myeloid diff MLP GFP+ MAC1+ %	Siah-1 displacement	GPR35 antagonists	Salmonella PhoP GFP	LYP inhibition
Cc1ccc(C(=O)Nc2ccccc2C(=O)O)cc1S(=O)(=O)NCc1ccccc1	-5%	17%	8%	0.2	85	i	0.2	-3%	-5%	-4%	-5%
Cn1c(SCC(N)=O)nnc1-c1cnccn1	-6%	-1.2%	1%	0.7	37	i	0.2	3%	2%	-4%	-9%
O=CN/C=C/c1cc(O)ccc1O	-1%	8.3%	-21%	0.5	88	i	5.0	21%	-1%	3%	-11%
O=C(Cn1c(NCCO)nc2ccccc21)c1ccc(F)cc1	-2%	1.4%	10%	0.8	63	i	0.2	4%	4%	1%	-10%
CCOC(=O)C1(Cc2cccc(F)c2)CCN(CC2CC2)CC1	9%	-0.1%	5%	3.6	50	i	1.1	-4%	6%	6%	-5%
CC(=O)Nc1nc(C)c(Cc2ccccc2)c(=O)[nH]1	-1%	0.3%	10%	-0.8	41	i	0.8	1%	-4%	-3%	-6%
CCOc1ccc(C2C(C(=O)c3ccco3)=C(O)C(=O)N2CCCn2ccnc2)cc1OC (configuration not stated)	13%	4.0%	1%	-0.3	43	i	2.4	-2%	0%	-1%	-9%
COc1ccc(Cl)cc1NC(=S)NCCC(c1ccccc1)c1ccccc1	21%	3.0%	6%	2.9	71	i	0.2	10%	18%	-6%	3%
CCOc1ccc(-n2c(-c3ccccc3)nnc2-c2ccccc2)cc1	-8%	0.7%	1%	5.0	59	i	0.7	5%	-1%	11%	-5%
CS(=O)(=O)C1=NSC2=NC(=O)/C(=C\c3ccc(OS(=O)(=O)c4ccccc4)cc3)C(=N)N21	11%	18µM*	16%	2.8	53	i	1.7	-1%	21%	-10%	-2%
Cc1onc(-c2ccccc2Cl)c1C(=O)N1CCN(C=O)CC1	19%	0.9%	8%	2.8	54	i	1.0	-4%	-4%	0%	-8%
Oc1ccc(/C=N/NC(=S)N/N=C/c2ccc(O)cc2)cc1	9%	-3.4%	u	3.4	55	i	0.1	-11%	11%	7%	4%
O=C1c2ccccc2C(Nc2ccc(Cl)cn2)N1Cc1ccccc1 (configuration not stated)	-2%	-1.7%	-2%	7.4	58	i	1.2	-1%	7%	-7%	-2%
COc1ccc(C(=O)Nc2ccc(Cl)cc2C(=O)NCc2ccco2)cc1	-7%	2.0%	2%	2.8	60	i	3.2	3%	14%	7%	3%
O=C(O)c1cc([N+](=O)[O-])ccc1NCCO	6%	-1.1%	8%	3.0	59	i	0.7	4%	17%	-10%	7%
Cc1ccc(S(=O)(=O)c2cc3c(=O)n4ccccc4nc3n(CCc3ccccc3)c2=N)cc1	6%	25%	7%	7.7	54	i	2.7	0%	-4%	13%	-8%
CC(=O)Nc1ccc2[nH]ccc2c1	-11%	0.7%	5%	-3.4	97	i	0.8	2%	13%	-1%	-14%
Cc1cc(Cl)ccc1OCCCC(=O)NCC1CCCO1 (configuration not stated)	11%	1.1%	-3%	-0.3	49	i	0.7	10%	-9%	3%	-7%
Cc1nnc(C)n1/N=C/c1cc(Br)ccc1O	10%	-2.0%	3%	0.9	51	x	x	4%	-2%	-2%	4%
O=C(CCC(=O)NNc1nc2ccccc2c2nc(-c3ccccc3)nn12)NCCCN1CCOCC1	5%	-1.9%	15%	0.9	71	i	0.6	1%	-8%	4%	-6%
COc1ccc(OCC(=O)NNC(=S)NC(=O)C2CC2)cc1	-4%	-0.8%	0%	0.5	66	i	1.1	-10%	-3%	2%	-12%
O=C(NCCN1CCOCC1)c1cc(-c2ccc(Cl)c(Cl)c2)on1	-6%	-0.8%	0%	0.8	63	i	1.3	5%	2%	5%	-5%
Cc1nc2ccccc2c2nc3ccccc3n12	-1%	-1.1%	13%	-1.1	55	i	0.9	0%	16%	-5%	-5%
Cc1csc(NC(=O)C(CC(C)C)NS(=O)(=O)c2ccc3c(c2)oc(=O)n3C)n1 (configuration not stated)	-1%	-1.0%	3%	-2.1	106	i	2.6	-4%	4%	15%	-3%
COc1cc(CN2CC(=O)N(c3cc(Cl)ccc3C)C2=S)cc(OC)c1OC	-2%	1.4%	-1%	1.2	65	i	1.0	4%	4%	-7%	-3%

Later entries.
SMILES	GPR55 LPI antagonism	HIV fusion peptide	Rac1 GTP hydrolysis	NTR1 ag	NTR1 ag cell count 20 µM	Myeloid diff MLP	Myeloid diff MLP GFP+ MAC1+ %	Siah-1 displacement	GPR35 antagonists	Salmonella PhoP GFP	LYP inhibition
CC1CCCCC1NC(=O)/C(C#N)=C/c1ccc2c(c1)OCCO2 (configuration not stated)	18%	-0.5%	x	14	74	x	x	4%	29%	21%	-4%
CCSc1nc2[nH]ncc2c(=O)[nH]1	-3%	0.2%	8%	0.5	47	i	0.5	-2%	13%	0%	-14%
COc1ccc(C(=O)NCCN2CCN(C(=O)c3ccc(OC)c(OC)c3)CC2)cc1OC	8%	1.0%	2%	2.2	55	i	0.7	4%	0%	-1%	-12%
COc1ccccc1N1CCN(C(=O)Cn2nc(C(F)(F)F)c3c2CCC3)CC1	2%	-2.9%	1%	3.9	49	i	1.5	2%	3%	-4%	-6%
O=C(NC1CCCC1)C(c1ccccn1)N(Cc1ccc(F)cc1)C(=O)c1csnn1 (configuration not stated)	19%	-0.1%	8%	-0.4	44	i	0.7	4%	-12%	0%	-9%
CCCCOc1ccccc1C1C(C(N)=O)=C(C)Nc2nnnn21 (configuration not stated)	15%	-1.0%	3%	1.6	38	i	1.5	0%	-2%	-17%	0%
